GPR35 arrestin U2OS = GPR35 antagonists blocking zaprinast-driven arrestin recruitment, primary screen, imaging, U2OS, beta-arrestin-GFP, zaprinast agonist (AID 2058); U2OS GPR35 beta-arrestin-GFP translocation imaging, zaprinast antagonism; higher % means a stronger effect; inhibition, % at 10 µM; hits with a dose series show IC50 in µM; 290,000 compounds, 0.052% hits;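 active means inhibition of at least 50% with at least 30 cells and total cytoplasm GFP at most 10,000,000; inconclusive means under 30 cells or total GFP of 10,000,000 plus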
NTR1 agonist = NTR1-driven beta-arrestin-GFP spot formation – imaging, U2OS cells, high content, primary screen (AID 493036); P30989; agonist mode; activation, % at 20 µM; 330,000 compounds, 0.17% hits;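 active means activation at or above 40% of the spot to cytoplasm intensity ratio, with at least 20 cells analyzed; inconclusive means wells under 20 cells, flagged as cytotoxic or low count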;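 further: 0% = DMSO without peptide and 100% = 100 nM NTR1 peptide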
Target sequence (P30989 whole entry, looked up): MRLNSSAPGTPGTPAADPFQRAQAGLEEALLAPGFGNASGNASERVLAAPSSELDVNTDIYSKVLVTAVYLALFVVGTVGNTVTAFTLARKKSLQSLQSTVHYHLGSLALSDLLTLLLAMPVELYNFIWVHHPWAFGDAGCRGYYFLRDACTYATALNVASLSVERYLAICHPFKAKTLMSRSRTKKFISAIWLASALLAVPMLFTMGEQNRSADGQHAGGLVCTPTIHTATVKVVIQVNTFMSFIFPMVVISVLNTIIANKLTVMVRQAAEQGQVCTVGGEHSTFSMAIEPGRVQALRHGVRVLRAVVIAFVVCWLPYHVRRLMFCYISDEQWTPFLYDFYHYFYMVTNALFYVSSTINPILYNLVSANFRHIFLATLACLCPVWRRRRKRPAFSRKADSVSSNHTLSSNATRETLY
GPR55 LPI antagonism = GPR55 antagonists blocking LPI-driven arrestin recruitment, primary screen, imaging, U2OS, beta-arrestin-GFP, LPI agonist (AID 2013); U2OS GPR55 beta-arrestin-GFP translocation imaging, LPI antagonism; higher % means a stronger effect; 290,000 compounds, 0.13% hits; inhibition, % at 10 µM, or IC50 in µM where a hit was titrated;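 active means spots per cell inhibited over 60%, with over 100 cells counted and total cytoplasm intensity under 500,000; inconclusive means wells with under 100 cells, flagged as likely toxic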;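 further: U2OS cells stably carrying GPR55 and arrestin-GFP stimulated by 5 µM LPI near EC80; imaged beta-arrestin-GFP aggregate spots per cell after agonist stimulation; plate controls were LPI-stimulated DMSO wells for no effect and DMSO wells without LPI for full effect; some results filed as inactive read as strong as hits; confirmed hits need IC50 under 10 µM and bright autofluorescent wells are also inconclusive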
Yfh1-depleted yeast = enhancers of respiration in Yfh1-depleted yeast, dose response, Friedreich's ataxia, plus single-dose screen (AID 1465); S. cerevisiae Yfh1-off respiration, WST-1 reduction, 72 h; higher fold induction means a stronger effect; 220,000 compounds, 0.074% hits; fold induction at 50 µM, or EC50 in µM where a hit was titrated;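 active means fold induction of absorbance versus untreated yeast above a set limit, then at least 30% activation at any dose in follow-up; inconclusive means repeats straddling the limit, or above it without dose testing; inactive means fold induction below the set limit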;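 further: activators that raise dye reduction in frataxin-depleted yeast; strong numbers were not always called active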
Rac1 GTP hydrolysis = MgcRacGAP GTPase-activating activity inhibitors, confirmation, biochemical, ADP Hunter fluorescence; AID 624330; 340,000 compounds, 0.6% hits; one-dose inhibition, % at 30 µM; IC50 in µM for titrated hits; MgcRacGAP-stimulated Rac1 GTP hydrolysis, ADP Hunter fluorescence; higher % means a stronger effect; GST-tagged Rac1 F28L mutant substrate;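 active means first-screen hits whose inhibition reached a set limit at any dose in the follow-up dose series; inconclusive means inhibition above the set first-screen limit but never retested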;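 further: fluorescence reports GDP produced by GAP-driven GTP hydrolysis; strong numbers were not always called active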
GPR55 activation = GPR55 agonists via beta-arrestin recruitment, primary screen, imaging, U2OS cells, beta-arrestin-GFP redistribution (AID 1961); U2OS GPR55 beta-arrestin-GFP redistribution imaging; higher % means a stronger effect; activation, % at 10 µM; hits with a dose series show EC50 in µM; 290,000 compounds, 0.048% hits;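 active means activation above 40% with more than 50 cells counted in the well; inconclusive means wells holding fewer than 50 cells, flagged as toxic or sparse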;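 further: U2OS osteosarcoma cells stably expressing GPR55 and beta-arrestin-GFP; plate controls were DMSO negative control for no effect and LPI positive control for full effect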
Large T inhibition = TAg ATPase/helicase activity blockers – biochemical (AID 1903); SV40 large T antigen ATPase/helicase inhibition assay; higher % means a stronger effect; inhibition, % at 20 µM, or IC50 in µM where a hit was titrated; 310,000 compounds, 0.39% hits; in the data active means a potency from the dose series; inconclusive means inhibition mostly from about 32% at the one dose, without a potency; inactive means the rest, 99 in 100 with inhibition below about 32%; further: strong numbers were not always called active
Dengue-2 NS5 capping = flavivirus cap methylation enzyme inhibition – biochemical, confirmation dose response, primary screen (AID 588689) | inhibition, % at 25 µM; hits with a dose series show IC50 in µM | Dengue-2 NS5 methyltransferase capping enzyme assay, biochemical; higher % means a stronger effect | 340,000 compounds, 0.3% hits; in the data active means a potency from the dose series; inconclusive means inhibition above about 29% without an active follow-up result
AID2073 = disruptors of CaV2.2 binding to Mint1 – biochemical, HTRF (AID 2073). HTRF protein-protein interaction, Mint1-CaV2.2; higher % means a stronger effect. one-dose inhibition, % at 20 µM; IC50 in µM for titrated hits. 290,000 compounds, 0.19% hits; in the data active means inhibition mostly above about 51%, no sharp cut-off; inconclusive means no clear call, values can overlap the other calls; inactive means mostly below about 53%; further: some results filed as inactive read as strong as hits
NTR1 agonist cell count 20 µM = further read-out of NTR1 agonist, marked with its call; cell count; measured here: cell count, cytotoxicity flag
Dengue-2 NS5 capping pilot replicate = further read-out of Dengue-2 NS5 capping, marked with its call; inhibition, %; measured here: pilot screen replicate inhibition
* = called active by the depositor; i = inactive; ? = inconclusive; . = no result given. Compounds were not picked by outcome; about 1.7% have a hit in one of these screens.

SMILES	GPR35 arrestin U2OS	NTR1 agonist	NTR1 agonist cell count 20 µM	GPR55 LPI antagonism	Yfh1-depleted yeast	Rac1 GTP hydrolysis	GPR55 activation	Large T inhibition	Dengue-2 NS5 capping	AID2073	others
CCc1ccnc(NS(=O)(=O)c2ccc3c(c2)OCCO3)c1	-9.1%	0.5	50	7.2%	i	.	-0.4%	1.7%	.	-0.3%
CC(C)Cc1cc(C(=O)N2CCC(N3CCC(C(=O)N4CCCC4)CC3)CC2)n[nH]1	5.4%	0.4	52	-9.6%	i	7.7%	-0.2%	-2.1%	-3.7%	26.8%
CC(=O)Nc1ccc(S(=O)(=O)N[C@H](C(=O)O)C(C)C)cc1	4.0%	0.7	48	7.1%	i	4.0%	-0.2%	1.3%	0.0%	-1.2%
Cc1ccc(S(=O)(=O)Nc2cc(C(=O)Nc3cc(C)cc(C)c3)ccc2Cl)cc1	-5.2%	-1.4	57	11.9%	i	8.9%	0.0%	0.9%	-4.8%	4.2%
CC(=O)C1=C(C)NC(SCC(=O)c2ccc(Cl)cc2)=C(C#N)C1CC(C)C (stereo not drawn)	-2.4%	4.9	43	11.2%	i	2.6%	-0.2%	16.1%	-4.2%	7.2%
CC1CN(C(=O)C2CCCN2S(=O)(=O)c2ccc(Cl)cc2)CC(C)O1 (stereo not drawn)	15.8%	3.4	45	?	i	4.6%	0.0%	1.6%	4.2%	4.5%
CC(Sc1ncnc2c1cnn2-c1ccccc1)C(=O)NCC1CCCO1 (stereo not drawn)	5.1%	-0.7	67	-3.7%	.	3.9%	-0.1%	13.8%	0.0%	5.2%
N#Cc1c(N)oc(-c2ccccc2)c1-c1ccccc1	-3.6%	0.5	64	6.0%	i	7.8%	0.0%	7.2%	4.8%	-1.1%
CCCOC(=O)Nc1cc(OC)ccc1[N+](=O)[O-]	-18.9%	0.1	48	-8.1%	i	-1.0%	0.5%	4.8%	-2.4%	6.5%
Brc1ccc(-c2cn3c(n2)CCc2ccc4cccnc4c2-3)cc1	-1.7%	3.3	82	-1.5%	i	6.2%	0.5%	24.2%	-2.5%	?
COc1ccc(NCc2nnc(SCC(=O)Nc3ccc(OC)cc3OC)o2)cc1	-4.1%	-1.2	39	-13.8%	i	21.5%	-0.1%	5.9%	-8.4%	-2.0%
Cc1ccc(S(=O)(=O)/C(=C/Cl)NC(=O)c2ccccc2)cc1	11.5%	1.5	41	13.5%	i	2.5%	0.7%	4.5%	-9.6%	1.1%
Cc1ccc(CSCCNC(=O)c2cccc([N+](=O)[O-])c2)cc1	-18.0%	1.1	55	-4.6%	i	5.9%	-0.3%	6.5%	8.0%	-1.5%
CC(=O)Nc1ccc2oc(-c3cc(F)c(F)cc3Cl)nc2c1	-6.7%	0.1	80	26.8%	i	0.0%	-0.1%	0.8%	-6.2%	15.5%
CCN(CC)c1cc2nonc2c2nonc12	5.1%	1.4	60	1.8%	i	6.8%	0.3%	18.6%	0.7%	-6.9%
O=C(CNC(=O)c1ccccc1)N/N=C/C=C/c1ccccc1	12.2%	0.5	67	13.5%	.	6.6%	-0.1%	17.0%	-3.9%	-4.7%
CN(C)CCN(C(=O)c1ccc2c(c1)OCCO2)c1nc2cc3c(cc2s1)OCO3	-7.9%	-0.5	63	9.0%	.	6.5%	0.8%	8.5%	-2.7%	3.0%
CC(=O)c1ccccc1OCCOc1ccccc1C(C)=O	-4.7%	0.0	63	7.7%	.	6.0%	1.1%	2.9%	-0.8%	-3.0%
COC(=O)C(Cc1ccc(O)cc1)NC(=O)CCC(=O)Nc1ccc(S(N)(=O)=O)cc1 (stereo not drawn)	-8.7%	0.4	60	8.8%	.	5.2%	-1.0%	12.7%	2.4%	-3.3%
Cc1ccc(-n2c(-c3ccccc3)cc(/C=N/NC(=O)CC#N)c2-c2ccccc2)cc1	-1.2%	16.5	50	-3.5%	i	.	0.2%	11.2%	.	12.7%
COc1ccc(C(=O)NNC(=S)Nc2ccccc2)cc1	-11.7%	0.0	57	6.4%	i	-1.5%	-0.3%	21.8%	-2.9%	-21.4%
COc1ccccc1-c1nnc(SCC(=O)O)n1-c1ccc(C)cc1	4.4%	-0.3	71	6.9%	i	1.8%	0.2%	2.1%	12.8%	2.8%
COc1cc(S(=O)(=O)Nc2c(C)cc(C)cc2C)ccc1Cl	2.3%	3.4	92	-8.9%	i	5.7%	-0.2%	6.3%	-7.7%	-11.1%
O=C(CCc1n[nH]c(=O)[nH]c1=O)N/N=C/c1ccc(Br)o1	0.6%	-1.6	63	-1.8%	i	3.7%	-0.3%	7.2%	-2.6%	3.2%
COc1ccc(CC(=O)Nc2ccc(-c3nnc(-c4ccccc4)o3)cc2)cc1	1.4%	8.1	40	-0.9%	.	0.4%	-2.3%	8.2%	-4.8%	8.88µM*
Cc1ccc(NC(=O)CCN2C(=O)C3C4CCC(C4)C3C2=O)cc1[N+](=O)[O-] (stereo not drawn)	1.5%	3.2	52	-15.3%	.	5.2%	0.3%	-12.4%	-11.2%	5.0%
O=C(NCC1CCCO1)C(c1cccnc1)N(C(=O)Cc1cccs1)c1cccnc1 (stereo not drawn)	-4.6%	0.0	58	24.7%	i	0.1%	-0.1%	1.9%	-1.7%	12.8%
Cc1ccc(S(=O)(=O)NCc2c(Cl)cccc2Oc2ccccc2)cc1	-3.9%	14.6	50	16.4%	i	-2.6%	0.1%	15.7%	-2.3%	-6.1%
CNS(=O)(=O)/C=C/c1ccccc1	14.2%	-0.6	36	-4.2%	i	7.4%	-0.5%	7.3%	-6.9%	43.1%
O=C(CSc1ncccc1C(=O)O)Nc1ccc2c(c1)OCCO2	12.0%	-1.3	60	-3.6%	.	10.3%	-0.4%	21.6%	4.1%	2.5%
CCOc1cc(/C=N/NC(=O)c2cc(C)[nH]n2)ccc1OC(=O)c1ccc([N+](=O)[O-])cc1	5.8%	7.1	39	-2.1%	.	.	0.0%	2.0%	.	3.6%
O=C(O)[C@H](CO)Nc1ncnc2sc3c(c12)CCC3	21.7%	1.3	53	7.1%	.	-7.6%	-0.1%	6.3%	-1.1%	30.5%
CN(c1ccc(C(=O)Nc2cccnc2)cc1)S(C)(=O)=O	5.2%	-0.9	48	-2.1%	i	14.4%	-0.2%	-1.7%	.	-4.4%
CC(=O)Oc1ccc(/C=C2/SC(=S)N(Cc3ccccc3)C2=O)cc1	9.9%	1.4	97	-1.9%	.	-0.2%	-0.3%	8.6%	-20.9%	8.8%
O=C(NCc1ccc2c(c1)OCO2)c1ccc(CN2CCc3ccccc3C2)cc1	3.8%	0.1	38	-8.1%	i	9.1%	-0.1%	-4.5%	9.7%	-0.5%
Cc1cc(N/N=C/c2ccccc2F)c2ccccc2n1	-10.4%	1.0	27	-7.6%	i	6.4%	0.0%	8.7%	1.5%	-4.8%
CC1=C(C(=O)OC(C)C)C(c2cccs2)n2ncnc2N1 (stereo not drawn)	22.2%	3.2	43	1.4%	i	5.2%	-0.2%	1.3%	-3.5%	-3.9%
CCOC(=O)c1ccc(-n2c(CCC(=O)O)ccc2-c2ccc(F)cc2)cc1	-6.2%	2.3	101	-7.4%	.	4.6%	-0.3%	13.6%	-2.6%	13.3%
O=C(c1nc2ccccn2c1CNCCCn1nnc2ccccc21)N1CCOCC1	1.3%	0.6	62	7.9%	i	4.9%	-0.1%	1.6%	-1.8%	-15.2%
CCNc1nc(SCCOc2ccc(C)cc2)nc(N(C)C)n1	-3.9%	8.2	68	2.4%	i	5.9%	-0.1%	0.0%	-1.9%	-8.6%
Clc1ccc(-[n+]2c(-c3cccc(Br)c3)[nH]c3nc4ccccc4nc32)cc1	1.1%	2.5	38	-5.5%	i	.	0.5%	27.7%	.	21.6%
COc1cccc(C(=O)NCCn2ccc3ccccc32)c1	-15.7%	0.6	86	5.1%	i	3.9%	-0.1%	1.2%	-3.5%	1.8%
COCCn1c(Cc2cccn2C)nnc1SCC(=O)NCc1ccc2c(c1)OCO2	-11.2%	3.5	80	-1.3%	i	10.9%	0.1%	-1.4%	-7.2%	41.3%
Fc1ccc(NC(=S)N2CCOCC2)cc1Cl	-13.9%	0.6	49	-4.4%	i	4.7%	0.1%	2.7%	-4.0%	-10.0%
Cc1cccc(OCCCCn2c(CO)nc3ccccc32)c1	-8.1%	-0.7	62	-13.7%	.	12.1%	0.0%	13.6%	.	-4.5%
CC12CCC(C(=O)NCc3ccccc3Cl)(CC1=O)C2(C)C (stereo not drawn)	-25.4%	1.4	88	-4.7%	i	2.1%	0.2%	4.0%	-0.7%	0.4%
COc1ccc(-n2c(=S)[nH]c3cc(C(=O)N4CCN(c5ccccc5)CC4)ccc3c2=O)cc1	0.8%	4.7	52	5.2%	.	8.7%	-0.1%	8.5%	-6.2%	-15.6%
Cc1ccc(CSc2nnc(-c3ccco3)n2N)cc1	9.7%	0.3	71	6.8%	i	0.7%	-0.1%	8.6%	3.4%	1.1%	Dengue-2 NS5 capping pilot replicate=-1.5

Five entries picked at random from the list so far, as already listed:
SMILES	GPR35 arrestin U2OS	NTR1 agonist	NTR1 agonist cell count 20 µM	GPR55 LPI antagonism	Yfh1-depleted yeast	Rac1 GTP hydrolysis	GPR55 activation	Large T inhibition	Dengue-2 NS5 capping	AID2073	others
COCCn1c(Cc2cccn2C)nnc1SCC(=O)NCc1ccc2c(c1)OCO2	-11.2%	3.5	80	-1.3%	i	10.9%	0.1%	-1.4%	-7.2%	41.3%
CCOC(=O)c1ccc(-n2c(CCC(=O)O)ccc2-c2ccc(F)cc2)cc1	-6.2%	2.3	101	-7.4%	.	4.6%	-0.3%	13.6%	-2.6%	13.3%
Cc1cccc(OCCCCn2c(CO)nc3ccccc32)c1	-8.1%	-0.7	62	-13.7%	.	12.1%	0.0%	13.6%	.	-4.5%
CC12CCC(C(=O)NCc3ccccc3Cl)(CC1=O)C2(C)C (stereo not drawn)	-25.4%	1.4	88	-4.7%	i	2.1%	0.2%	4.0%	-0.7%	0.4%
CCNc1nc(SCCOc2ccc(C)cc2)nc(N(C)C)n1	-3.9%	8.2	68	2.4%	i	5.9%	-0.1%	0.0%	-1.9%	-8.6%

Screening results as filed in PubChem.
